Assay outcomes: PubChem BioAssay, several laboratories
UBC9 SUMO inh: SUMOylation inhibition | HTRF SUMOylation assay, SAE1/SAE2 + UBC9, in vitro | P63279 | 290,000 tested, 0.36% active | AID 2006 | inhibition, % at 35 µM; in the data active = inhibition above about 50%, passing the limit was not always enough; note: strong numbers were not always called active
Target sequence (P63279 whole entry, looked up): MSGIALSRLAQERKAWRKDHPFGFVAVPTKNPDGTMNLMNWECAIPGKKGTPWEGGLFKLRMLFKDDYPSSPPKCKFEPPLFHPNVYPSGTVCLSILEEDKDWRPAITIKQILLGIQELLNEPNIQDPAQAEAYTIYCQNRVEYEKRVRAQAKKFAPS
HCV NS3 hel inh: blocks Hepatitis C virus NS3 helicase unwinding. NS3 helicase DNA unwinding, Cy5 molecular beacon fluorescence. inhibition, % at 10.9 µM. 290,000 tested, 0.56% active. AID 1800;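 active = inhibition above the mean of all tested compounds plus 3 SD, set per campaign, cut at about 35% in these data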;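 note: 0% = DMSO wells and 100% = thioflavine S control wells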
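assay system = NS3 helicase fragment of HCV | buffer or medium = MOPS pH 6.5, MgCl2, DTT, Tween20, BSA | timing = 60 min unwinding reaction at 25 °C after ATP addition | signal = Cy5 beacon fluorescence read at start and 1 h | read-out basis = % inhibition of unwinding | control set = low DMSO, high thioflavine S at 110 µM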
IMP-1 inhibitor: inhibitors of Pseudomonas aeruginosa IMP-1 metallo-beta-lactamase; purified IMP-1, nitrocefin hydrolysis, epi-absorbance fluorescence; inhibition, % at 5.6 µM; 290,000 tested, 0.45% active;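 active = inhibition above the mean plus 3 SD of all compounds in the same screening run, cut at about 4.5% in these data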;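 note: 0% = IMP-1 with DMSO and 100% = DMSO wells lacking enzyme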
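System: purified IMP-1; amount: IMP-1 0.2 nM before substrate addition; compound: single dose, 5.6 µM; times: 25 °C, 15 min preincubation, 25 min reaction; signal: Epi-absorbance via hydrolysed-nitrocefin quenching of white-plate fluorescence, 480/530 nm, EDTA stop; benchmarks: DMSO with and without IMP-1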
NALP1 inh: blocks the NALP1 inflammasome reconstituted in yeast | 280,000 tested, 0.61% active | S. cerevisiae NALP1/ASC/caspase-1 growth, X-gal OD620, 72 h | inhibition, % at 10 µM; in the data active = inhibition mostly above about 24%, no sharp cut-off; inactive = mostly below about 32%; note: some compounds called inactive have numbers as strong as hits
PfM18AAP inh: blocks P. falciparum M18 aspartyl aminopeptidase; recombinant PfM18AAP, H-Glu-NHMec fluorogenic cleavage; inhibition, % at 7.35 µM; 290,000 tested, 1.2% active;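 active = inhibition above the campaign mean inhibition over all tested compounds plus 3 SD, cut at about 28% in these data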;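 note: 0% = plate median of test compound wells and 100% = 2 mM ZnCl2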
MEKK2mut PB1 HTS: signal of MEK5 binding to mutant human MEKK2 PB1 domain | percent response, % at 10 µM | AID 1530 | bead flow cytometry, Alexa488-MEK5 binding to MEKK2 mutant | 290,000 tested, 0.35% active; in the data active = percent response above about 24%, passing the limit was not always enough; note: inactives centre near 1; some results filed as inactive read as strong as hits
FID counter: fluorescent intercalator displacement, NS3 helicase counter-screen | 290,000 tested, 0.17% active | inhibition, % at 7.9 µM | DNA fluorescent intercalator displacement, fluorescence; in the data active = inhibition above about 37%;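 note: 0% = vehicle and 100% = reference compound; higher means more ethidium bromide displaced from hairpin DNA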
MEKK2 WT-MEK5: raises or lowers MEK5 binding to wildtype human MEKK2 PB1 domain | bead flow cytometry, Alexa488-MEK5 binding to MEKK2 WT; actives lie on both sides | binding response (% of control), % at 10 µM | 290,000 tested, 1.1% active | Q9Y2U5; in the data active = binding response below about 67% or above about 130%
VIM-2 inhibitor: blocks Pseudomonas aeruginosa VIM-2 metallo-beta-lactamase | inhibition, % at 5.6 µM | purified VIM-2, nitrocefin hydrolysis, epi-absorbance fluorescence | AID 1527 | 290,000 tested, 0.89% active;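 active = inhibition above the mean of all tested compounds plus 3 SD, cutoff set per screening run, cut at about 7.5% in these data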;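 note: red hydrolysis product quenches plate fluorescence so inhibitors raise well fluorescence; 0% = enzyme with DMSO and 100% = DMSO without enzyme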
The depositor's hits bear a star; / = no result given. An unsorted share of the library; overall some 4.7% were active at least once.

SMILES | UBC9 SUMO inh | HCV NS3 hel inh | IMP-1 inhibitor | NALP1 inh | PfM18AAP inh | MEKK2mut PB1 HTS | FID counter | MEKK2 WT-MEK5 | VIM-2 inhibitor
O=C(O)CCC(=O)NCc1c(Cl)cccc1Sc1ccc(Cl)cc1 | 8 | 26 | 2.2 | 8 | 1 | -31 | -39 | 82 | -1.2
O=[N+]([O-])c1ccccc1N/N=C1\CCc2ccccc21 | 2 | -4 | -0.8 | -4 | -2 | -2 | 1 | 101 | -2.1
Nc1cc[n+](CC(=O)Nc2ccccc2)cc1 | 16 | -14 | -2.8 | 5 | 5 | -5 | 0 | 97 | 3.5
Cc1csc(NC(=O)CCC(=O)N(CC(=O)NC2CCCC2)Cc2ccccc2)n1 | -11 | -7 | -1.6 | 15 | 3 | 0 | -31 | 98 | -3.0
C=CCn1c(CNC(=O)c2ccco2)nnc1SCC(=O)Nc1cccc(F)c1 | 12 | -4 | -0.8 | 5 | -10 | -6 | -6 | 81 | -0.8
Cc1ccc(C)c(OCC(=O)Nc2c[nH]c(=O)[nH]c2=O)c1 | -4 | 3 | -3.9 | 11 | 3 | 24 | -3 | 118 | -4.0
CCSc1ccccc1C(=O)N1CCN(Cc2ccc3c(c2)OCO3)CC1 | -25 | -5 | -3.4 | 6 | 9 | 3 | -22 | 95 | -1.3
O=C(NC1CCCCCC1)c1ccc2nc3cc(Cl)ccc3c(=O)n2c1 | 17 | -2 | 0.9 | 4 | -2 | -8 | -6 | 92 | -0.3
CNC(=O)c1cc(S(=O)(=O)Nc2ccc3c(c2)OCO3)ccc1C | 0 | -3 | -2.4 | 6 | 3 | 1 | -8 | 102 | -1.8
O=c1cc(-c2ccccc2)[nH]c2ccccc12 | 7 | 6 | -2.0 | -4 | -4 | -4 | 0 | 95 | -0.2
CN(C)c1ccc(Nc2ccc([N+](=O)[O-])cn2)cc1 | -8 | -1 | -3.6 | 17 | 0 | 1 | 12 | 100 | -1.7
COc1ccccc1C(=O)OCC(=O)NC(=O)NCc1ccccc1 | 3 | 8 | -3.1 | 23 | 4 | 4 | -20 | 100 | -3.4
COc1ccc(CCNC(=O)CSc2cn(Cc3cccc(C)c3)c3ccccc23)cc1OC | 4 | -2 | -1.9 | 28 | -6 | 3 | -9 | 99 | -1.6
COc1ccc(-c2cn3cc([N+](=O)[O-])ccc3n2)cc1OC | 17 | 2 | -1.5 | -4 | 8 | -1 | -17 | 90 | -0.6
COc1ccc2c(c1)C(NC(=O)C(F)(F)F)CC2=O (stereo not drawn) | 9 | -3 | -1.8 | 40 | -7 | 1 | 1 | 97 | -0.5
CN(C)/C=C/C(=O)c1cc(F)cc(C(F)(F)F)c1 | 8 | -3 | -2.5 | 15 | 1 | -6 | -6 | 92 | -2.6
COc1cccc(C(=O)NC(=S)Nc2ccccc2N2CCOCC2)c1 | -2 | 5 | 0.2 | 16 | 5 | 5 | -19 | 104 | -2.4
Cc1cc(NC(=O)c2ccco2)ccc1NC(=O)c1ccco1 | 0 | 8 | -2.4 | 13 | 0 | 3 | -3 | 102 | -2.1
Cc1ccc(S(=O)(=O)/N=C2\SC(CC(=O)Nc3ccc(F)cc3)C(=O)N2c2ccccc2)cc1 (stereo not drawn) | -6 | 6 | -3.4 | 20 | -1 | -1 | -13 | 106 | -2.7
Cc1cc2c(cc1S(=O)(=O)N(C)c1ccccc1)n(C)c(=O)n2C | 17 | -1 | -1.3 | -20 | -6 | 10 | -16 | 103 | -2.7
O=C(CCCC(=O)N/N=C\c1ccccn1)N/N=C\c1ccccn1 | 28 | 6 | 0.1 | 24 | 6 | 1 | -9 | 102 | -2.8
CN(C(=O)COC(=O)c1ccc(Cl)nc1)C1CCS(=O)(=O)C1 (stereo not drawn) | 3 | 1 | -4.0 | 10 | 5 | -1 | 2 | 106 | -3.4
Cc1nc2sc(C)c(C)c2c(=O)[nH]1 | -3 | -4 | -1.4 | 21 | 0 | 0 | 0 | 97 | 0.3
O=C(Nc1ccc2nc3n(c(=O)c2c1)CCCCC3)c1ccccc1[N+](=O)[O-] | 8 | 5 | -2.4 | 17 | -7 | 0 | -3 | 98 | -0.5
O=C(O)c1ccc(C2Nc3ccccc3C(=O)N2Cc2ccccc2)cc1 (stereo not drawn) | 6 | 25 | -1.1 | -56 | 4 | -10 | -9 | 94 | 0.4
COc1nccnc1NS(=O)(=O)c1ccc(NC(=S)NC(=O)c2ccc(F)c(F)c2)cc1 | 2 | 6 | -1.2 | 15 | 0 | 1 | -7 | 106 | -2.3
COc1ccc(/C(C)=N\NS(=O)(=O)c2ccccc2)cc1OC | 30 | -2 | -4.5 | 30 | 1 | 1 | 6 | 110 | -1.4
Cc1cc(C)n(CCNC(=O)C2CCC(=O)N(CC3CCCCC3)C2)n1 (stereo not drawn) | 6 | 9 | -4.2 | -8 | -1 | 2 | -32 | 99 | 0.1
Cc1nc(N)nc(OCC(F)(F)C(F)F)c1Br | 11 | -1 | 1.9 | 4 | -8 | 0 | -2 | 101 | -1.8
CNC(=S)NNC(=O)Cc1ccccc1 | 12 | -8 | -1.2 | 20 | -2 | -2 | -2 | 97 | 0.2
CN1CCNC(=O)C1CC(=O)N1CC=C(c2ccc(F)cc2)CC1 (stereo not drawn) | 9 | 1 | -1.6 | 3 | -1 | 8 | -5 | 109 | -1.5
O=C1c2ccccc2C(=O)c2c([N+](=O)[O-])ccc(O)c21 | -2 | 5 | -2.9 | / | 0 | -19 | -4 | 90 | 0.4
CCCS(=O)(=O)c1c(S(=O)(=O)CCC)c2cnccn2c1C(=O)c1ccc(F)cc1 | 22 | -4 | -3.3 | 11 | 0 | -5 | -11 | 95 | -1.0
Cc1cc(C(F)(F)F)cc(NNC(=O)NC(=O)c2ccccc2Cl)n1 | -1 | -2 | -4.5 | -10 | 31* | -3 | -21 | 103 | -4.1
Cc1cc(C)cc(NC(=O)N2CCCN(c3ncccc3[N+](=O)[O-])CC2)c1 | 11 | -2 | -2.7 | 15 | 2 | 4 | -19 | 102 | -2.8
CCN(CC)CCNC(=O)CCN1N=C(c2ccccc2)CCC1=O | 17 | -2 | -2.9 | 7 | -2 | 4 | -2 | 107 | -3.3
O=C(Nc1ccccc1)c1ccccc1Oc1ccc(C(F)(F)F)cc1[N+](=O)[O-] | -16 | 7 | -2.6 | 22 | 6 | 1 | -15 | 100 | 0.2
CCOc1ccc(C(=O)c2ccccc2C(=O)O)cc1OCC | 6 | -4 | -0.9 | 0 | 7 | -2 | -16 | 97 | 0.4
CCOC(=O)c1ccc(NC(=O)CN2CCN(CCN=CC3=C(O)CC(C)(C)CC3=O)CC2)cc1 | -4 | -7 | -1.4 | 3 | 0 | 8 | -4 | 105 | -2.8
COc1cc2c(c(OC)c1OC)-c1ccc(OC)c(=O)cc1[C@@H](N(C)CC#CCO)CC2 | 11 | 3 | -3.1 | -2 | 4 | 10 | -28 | 106 | -1.4
O=C(CSc1c[nH]c2ccccc12)NCc1ccc2c(c1)OCO2 | 15 | -4 | -1.3 | 24 | -2 | 11 | -2 | 113 | -4.4
C=CCOn1c(=O)c(-c2ccc(F)cc2)[n+]([O-])c2ccccc21 | -1 | 5 | -4.0 | 5 | 1 | 2 | -4 | 101 | -3.9
O=[N+]([O-])c1cc(/C=N/n2cnnc2)ccc1N1CCCC1 | 9 | 7 | -1.9 | 6 | 2 | 6 | -2 | 108 | 0.0
O=C(NC(=S)NCCc1ccccc1)c1cccc(Cl)c1 | -12 | 1 | -2.9 | 1 | 3 | 4 | -19 | 106 | -2.4
O=C(NCc1ccccc1)c1ccccc1NC(=O)C1CCCCC1 | -2 | 23 | -2.0 | 10 | 8 | 9 | -30 | 110 | -1.1
Cn1c(=O)c2sccc2n(Cc2ccccc2)c1=O | -7 | -4 | -3.8 | 5 | 2 | 10 | -4 | 104 | -0.7
CCN(CC)CCOC(=O)c1ccc(NC(=O)c2ccc(Cl)c(S(=O)(=O)N3CCCCCC3)c2)cc1 | -12 | -14 | -2.9 | 9 | 3 | 0 | -37 | 115 | -2.3
CC(=O)c1cccc(NC(=S)NC(=O)c2cncc(Br)c2)c1 | -5 | 2 | -1.3 | 9 | 16 | 2 | -20 | 104 | -1.9
Cc1cc(-c2cc(C(=O)NCc3ccccc3)on2)nc(NCC2CC2)n1 | -2 | / | / | 7 | / | 6 | / | 96 | /
CCOC(=O)N1CCN(C(=O)C2CCC(=O)N(CCc3ccccc3)C2)CC1 (stereo not drawn) | 4 | 31 | -4.4 | 9 | 1 | 5 | -26 | 102 | -1.2
COc1ccccc1CNC(=O)c1ccccc1OCc1ccc(F)cc1 | -21 | -1 | -3.3 | 29 | 1 | 1 | -29 | 100 | -2.1
CCC(c1nnnn1C(C)(C)C)N1CCN(C(=O)c2ccco2)CC1 (stereo not drawn) | -2 | 0 | -3.1 | 15 | -2 | 2 | -10 | 105 | -1.5
